Compound activity from PubChem.
Bcl-XL Bim block = human Bim-Bcl-XL interaction inhibition | inhibition, % at 10 µM | AID 1007 | Bim peptide-Bcl-XL binding, bead flow cytometry, fluorescence | 190,000 tested, 0.04% active
Target sequence (Q07817 whole entry, looked up): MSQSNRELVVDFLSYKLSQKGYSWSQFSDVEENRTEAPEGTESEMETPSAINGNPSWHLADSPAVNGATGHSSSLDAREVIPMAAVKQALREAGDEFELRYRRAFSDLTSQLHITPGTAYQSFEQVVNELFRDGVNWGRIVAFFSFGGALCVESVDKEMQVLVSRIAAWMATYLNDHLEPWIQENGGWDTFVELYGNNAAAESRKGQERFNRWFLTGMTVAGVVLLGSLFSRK
RGS4-Gao reg = human RGS4-Galphao interaction regulation; P09471; Multiplexed bead flow cytometry, RGS4-Galphao binding; actives lie on both sides; binding response (% of control), % at 10 µM; 220,000 tested, 0.33% active; in the data active = binding response below about 49% or above about 150%; inactive = in between;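 note: fluorescent Galphao activated with aluminum fluoride binding bead-coupled RGS4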
Target sequence (P09471 whole entry, looked up): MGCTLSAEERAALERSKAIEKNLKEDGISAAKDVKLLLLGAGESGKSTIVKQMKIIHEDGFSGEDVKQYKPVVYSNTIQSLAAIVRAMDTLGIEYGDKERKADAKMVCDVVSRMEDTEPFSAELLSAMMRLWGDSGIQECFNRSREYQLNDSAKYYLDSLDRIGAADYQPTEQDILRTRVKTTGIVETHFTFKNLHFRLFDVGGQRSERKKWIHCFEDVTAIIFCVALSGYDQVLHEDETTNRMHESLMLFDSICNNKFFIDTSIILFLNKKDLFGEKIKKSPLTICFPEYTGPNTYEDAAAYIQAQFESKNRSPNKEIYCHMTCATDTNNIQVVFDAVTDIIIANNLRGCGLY
Bim-Bcl-W = inhibitors of Bim-Bcl-W interaction, human; bead-based flow cytometry, Bim peptide-Bcl-W binding; inhibition, % at 10 µM; 190,000 tested, 0.02% active; AID 952;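 note: 0% = bound tracer without compound and 100% = peptide blocker; higher means less fluorescent Bim peptide bound to Bcl-W beads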
Target sequence (Q92843 whole entry, looked up): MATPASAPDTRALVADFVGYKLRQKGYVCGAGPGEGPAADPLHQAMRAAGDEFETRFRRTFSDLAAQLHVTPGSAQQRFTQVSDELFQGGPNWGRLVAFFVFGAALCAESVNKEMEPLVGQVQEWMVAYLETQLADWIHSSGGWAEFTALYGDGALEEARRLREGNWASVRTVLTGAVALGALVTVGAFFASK
RGS7-Gao = modulates binding of RGS7 to human Galphao. AID 1439. 220,000 tested, 0.35% active. Multiplexed bead flow cytometry; actives lie on both sides. binding response (% of control), % at 10 µM; in the data active = binding response below about 49% or above about 150%; inconclusive = no clear call, values can overlap the other calls; inactive = in between;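 note: fluorescent Galphao held in activated GDP-AlF4 state binding bead-coupled RGS7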
Bim-Mcl-1 = disrupts Bim peptide binding to human Mcl-1 | Bead-based flow cytometry, Bim peptide-Mcl-1 binding | inhibition, % at 10 µM | 190,000 tested, 0.1% active | AID 1009;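 note: 0% = no compound tracer wells and 100% = peptide blocker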
GSH bead fluor = compound fluoresces at 488/530 nm on GSH beads. GSH beads flow cytometry, compound fluorescence 488/530 nm; stronger effect = higher value. fluorescence (KMESF) at 10 µM. 190,000 tested, 0.25% active; in the data active = fluorescence above about 89;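 note: glutathione beads carrying GST-tagged Bcl family fusion proteins plus one bare bead set; values are compound well signal with DMSO vehicle wells as background; inactives centre near 16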
Bcl-B Bim block = human Bim-Bcl-B interaction inhibition. AID 951. Q9HD36. inhibition, % at 10 µM. 190,000 tested, 0.073% active. bead-based flow cytometry, Bim peptide-Bcl-B binding;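 note: 0% = tracer peptide without compound and 100% = reference inhibitor peptide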
Target sequence (Q9HD36 whole entry, looked up): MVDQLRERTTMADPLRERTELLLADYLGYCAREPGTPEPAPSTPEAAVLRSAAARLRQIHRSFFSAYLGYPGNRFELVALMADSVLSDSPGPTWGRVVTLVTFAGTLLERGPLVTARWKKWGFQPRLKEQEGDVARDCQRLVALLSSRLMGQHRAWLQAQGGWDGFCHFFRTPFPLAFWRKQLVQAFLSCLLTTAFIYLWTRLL
Bim-Bcl-2 = human Bim-Bcl-2 interaction inhibition; P10415; Bead-based flow cytometry, Bim peptide-Bcl-2 binding; inhibition, % at 10 µM; 190,000 tested, 0.06% active; AID 950; in the data active = inhibition above about 40%; inconclusive = no clear call, values can overlap the other calls;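 note: 0% = no compound wells with probe peptide and 100% = reference peptide inhibitor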
Bfl-1 Bim block = inhibitors of Bim-Bfl-1 interaction, human | inhibition, % at 10 µM | Bead-based flow cytometry, Bim-Bfl-1 binding inhibition | 190,000 tested, 0.12% active;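 note: 0% = wells without compound plus tracer and 100% = blocker peptide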
RGS8-Gao reg = regulators of human RGS8-Galphao interaction | P09471 | multiplexed bead flow cytometry, RGS8-Galphao binding; actives lie on both sides | response (percent of control binding), % at 10 µM | 220,000 tested, 0.34% active | AID 1423; in the data active = response below about 60% or above about 140%; inactive = in between;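 note: Galphao activated as the GDP aluminium fluoride complex binding bead-coupled RGS8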
Mcl1 Bid PPI = Mcl-1/Bid interaction inhibition | inhibition, % at 21.7 µM | AID 1021 | Q07820 | TR-FRET Mcl-1/Bid-Dy647 peptide binding, 1536-well | 220,000 tested, 0.97% active;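 active = compounds that cut the binding signal by more than half at the single screening dose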;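 note: His-tagged Mcl-1 with europium anti-His antibody binding Bid BH3 peptide; 0% = Mcl-1 plus peptide wells and 100% = peptide-only wells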
The depositor's hits bear a star; ? = inconclusive. Cut-off read from the data, not from the text of the source, unless noted: active = inhibition above about 40%.

SMILES | Bcl-XL Bim block | RGS4-Gao reg | Bim-Bcl-W | RGS7-Gao | Bim-Mcl-1 | GSH bead fluor | Bcl-B Bim block | Bim-Bcl-2 | Bfl-1 Bim block | RGS8-Gao reg | Mcl1 Bid PPI
COc1cccc(CN2CCNC(=O)C2CC(=O)N(Cc2cnn(C)c2)C(C)C)c1 (configuration not stated) | -1 | 103 | -2 | 102 | 3 | 10 | -1 | -1 | -3 | 103 | -72
Cc1ccccc1NC(=O)Cn1c(CCC(=O)O)ccc1-c1cccs1 | -1 | 105 | 2 | 103 | 2 | 21 | 0 | 0 | -3 | 105 | -50
COc1ccccc1CNC(=O)CCNS(=O)(=O)c1cccc2nsnc12 | -4 | 99 | -3 | 98 | -7 | 38 | -13 | -13 | -18 | 100 | -23
C=CCON1C(=O)c2ccccc2C1=O | 0 | 98 | -1 | 101 | -1 | 9 | 0 | 0 | -2 | 99 | -8
CCC(c1nnnn1C(C)(C)C)N1CCN(Cc2ccccc2OC)CC1 (configuration not stated) | -1 | 102 | -1 | 100 | 0 | 25 | -5 | -3 | -6 | 102 | 16
O=C(CSc1nnc(-c2ccccn2)o1)Nc1ccccc1 | -1 | 99 | -3 | 101 | 0 | 19 | -4 | -4 | -4 | 99 | -30
COCCN(Cc1nc(-c2ccc(C(F)(F)F)cc2)no1)C(C)C | 1 | 101 | -3 | 107 | 0 | 10 | -5 | -4 | -7 | 102 | -8
CCOC(=O)N/N=C\c1ccc(OC(=O)c2ccc3c(c2)OCO3)cc1 | -13 | 99 | -5 | 107 | -5 | 21 | -9 | -3 | -8 | 106 | -6
CS(=O)(=O)N(CC(=O)NC1CCCCCC1)Cc1ccccc1 | 0 | 98 | 1 | 97 | -2 | 15 | 3 | -3 | 0 | 88 | 8
Clc1ccc(-n2ncc3c(NCCCn4ccnc4)ncnc32)cc1 | 0 | 93 | -2 | 93 | 0 | 52 | 0 | 0 | -7 | 99 | -21
CCC(OC(=O)c1cc2sccc2n1C)C(=O)NCc1ccco1 (configuration not stated) | -5 | 101 | 0 | 93 | -2 | 32 | -9 | -10 | -11 | 106 | -27
COc1ccc(C2c3c(oc4ccccc4c3=O)C(=O)N2Cc2ccncc2)cc1 (configuration not stated) | -4 | 101 | -1 | 102 | -2 | 30 | -13 | -11 | -12 | 99 | 3
O=C(COc1ccc(Cl)cc1)Nc1nnc(-c2ccc3c(c2)CCCC3)o1 | -1 | 100 | 0 | 101 | -2 | 26 | -9 | -8 | -13 | 100 | -48
Cc1cc(C)c[n+](CC(=O)c2ccc(NC(=O)c3ccccc3)cc2)c1 | -1 | 103 | 0 | 107 | 0 | 11 | 0 | -2 | -3 | 106 | 5
COc1cc(/C=N\NC(=O)c2sc(N)nc2C)cc(OC)c1OC | 10 | 103 | 12 | 101 | 7 | 17 | 7 | 0 | -3 | 101 | 6
CN1CCCC2(CCCN(Cc3nc(Cc4cccc(C(F)(F)F)c4)no3)C2)C1 (configuration not stated) | -3 | 99 | -2 | 105 | 0 | 13 | -3 | -4 | -6 | 100 | -45
O=C1CCCC(=O)C1Sc1ccc(Cl)cc1 | -1 | 98 | 0 | 100 | -1 | 18 | 0 | -4 | -3 | 101 | -21
Cc1cccc(Cn2c(N3CCc4ccccc4C3)nc3c2c(=O)[nH]c(=O)n3C)c1 | -5 | 99 | 1 | 99 | 1 | 44 | -1 | -3 | -4 | 99 | 1
CC(OC(=O)c1ccc2ccccc2n1)C(=O)c1ccccc1 (configuration not stated) | -1 | 103 | -2 | 104 | 0 | 9 | -5 | -6 | -6 | 103 | -2
O=C(Cc1ccc(Br)cc1)N1CCN(c2ccccc2O)CC1 | -5 | 103 | -4 | 98 | -15 | 11 | -3 | -2 | 0 | 102 | -6

Ordered by molar mass (descending): part of the list above
SMILES | Bcl-XL Bim block | RGS4-Gao reg | Bim-Bcl-W | RGS7-Gao | Bim-Mcl-1 | GSH bead fluor | Bcl-B Bim block | Bim-Bcl-2 | Bfl-1 Bim block | RGS8-Gao reg | Mcl1 Bid PPI
CN1CCCC2(CCCN(Cc3nc(Cc4cccc(C(F)(F)F)c4)no3)C2)C1 (configuration not stated) | -3 | 99 | -2 | 105 | 0 | 13 | -3 | -4 | -6 | 100 | -45
Cc1cccc(Cn2c(N3CCc4ccccc4C3)nc3c2c(=O)[nH]c(=O)n3C)c1 | -5 | 99 | 1 | 99 | 1 | 44 | -1 | -3 | -4 | 99 | 1
COc1ccc(C2c3c(oc4ccccc4c3=O)C(=O)N2Cc2ccncc2)cc1 (configuration not stated) | -4 | 101 | -1 | 102 | -2 | 30 | -13 | -11 | -12 | 99 | 3
O=C(Cc1ccc(Br)cc1)N1CCN(c2ccccc2O)CC1 | -5 | 103 | -4 | 98 | -15 | 11 | -3 | -2 | 0 | 102 | -6
CCOC(=O)N/N=C\c1ccc(OC(=O)c2ccc3c(c2)OCO3)cc1 | -13 | 99 | -5 | 107 | -5 | 21 | -9 | -3 | -8 | 106 | -6
Clc1ccc(-n2ncc3c(NCCCn4ccnc4)ncnc32)cc1 | 0 | 93 | -2 | 93 | 0 | 52 | 0 | 0 | -7 | 99 | -21
CCC(OC(=O)c1cc2sccc2n1C)C(=O)NCc1ccco1 (configuration not stated) | -5 | 101 | 0 | 93 | -2 | 32 | -9 | -10 | -11 | 106 | -27
Cc1cc(C)c[n+](CC(=O)c2ccc(NC(=O)c3ccccc3)cc2)c1 | -1 | 103 | 0 | 107 | 0 | 11 | 0 | -2 | -3 | 106 | 5
CS(=O)(=O)N(CC(=O)NC1CCCCCC1)Cc1ccccc1 | 0 | 98 | 1 | 97 | -2 | 15 | 3 | -3 | 0 | 88 | 8
CC(OC(=O)c1ccc2ccccc2n1)C(=O)c1ccccc1 (configuration not stated) | -1 | 103 | -2 | 104 | 0 | 9 | -5 | -6 | -6 | 103 | -2
O=C1CCCC(=O)C1Sc1ccc(Cl)cc1 | -1 | 98 | 0 | 100 | -1 | 18 | 0 | -4 | -3 | 101 | -21

(listing goes on)
SMILES | Bcl-XL Bim block | RGS4-Gao reg | Bim-Bcl-W | RGS7-Gao | Bim-Mcl-1 | GSH bead fluor | Bcl-B Bim block | Bim-Bcl-2 | Bfl-1 Bim block | RGS8-Gao reg | Mcl1 Bid PPI
O=C1CNC(=O)/C1=C\N1CCN(C(c2ccccc2)c2ccccc2)CC1 | 0 | 95 | 2 | 91 | 5 | 27 | -2 | 0 | -9 | 97 | -28
CC(=O)Nc1ccc(/C=N\NC(=O)CNS(=O)(=O)c2ccc([N+](=O)[O-])cc2)cc1 | -2 | 98 | -4 | 95 | 0 | 18 | -1 | -1 | 0 | 99 | -4
Cc1cc(C)c2c(NC(=S)NC(=O)c3ccccc3)nn(C)c2n1 | 0 | 98 | 3 | ? | 0 | 12 | 0 | -3 | -2 | 101 | -12
O=C(c1ccc(N2CCOCC2)nc1)N1CCOCC1 | 2 | 99 | -2 | 97 | -1 | 33 | -6 | -7 | -11 | 100 | -11
CCOc1ccccc1-c1nn2c(Cc3ccccc3)nnc2s1 | -13 | 98 | -9 | 95 | -9 | 13 | -9 | -7 | -4 | 99 | 3
O=[N+]([O-])c1ccc(CSc2nc3ccccc3o2)cc1 | -7 | 103 | -2 | 105 | -3 | 32 | -12 | -11 | -17 | 100 | -1
O=C1NC(Cc2ccccc2)C(=O)N1Cc1cc([N+](=O)[O-])cc2c1OCOC2 (configuration not stated) | -2 | 102 | -1 | 101 | -2 | 16 | -2 | -3 | -5 | 102 | 7
Cc1nc(NS(=O)(=O)c2cccs2)c2c3c(sc2n1)CCC3 | -2 | 104 | -2 | 101 | 0 | 44 | 2 | 0 | 0 | 99 | -1
Cn1c(=O)c2cn3c(c2n(C)c1=O)C(c1ccccc1)CC(c1ccccc1)=N3 (configuration not stated) | -6 | 101 | -1 | 102 | -1 | 29 | -10 | -7 | -18 | 100 | -7
CC(Sc1ccccc1)C(=O)Nc1ccccc1C(=O)N1CCOCC1 (configuration not stated) | 0 | 102 | 0 | 97 | -3 | 30 | -9 | -10 | -16 | 103 | -9
CCNC(=O)NC(=O)COc1ccccc1C#N | -1 | 102 | 1 | 102 | 0 | 16 | -6 | -8 | -7 | 100 | -13
Cc1cc(C(=O)OCC(=O)N2CC(C)CC(C)C2)c(C)o1 (configuration not stated) | 3 | 108 | 3 | 105 | 6 | 11 | -2 | -4 | -10 | 105 | -27
COc1ccc(Oc2nc(OC)cc(OC)n2)cc1 | -2 | 98 | -3 | 99 | 0 | 18 | -1 | -2 | -3 | 101 | -6
COc1cc(OC)cc(C(=O)N[C@H](C(=O)OCC(=O)c2ccc3c(c2)NC(=O)CO3)C(C)C)c1 | -7 | 98 | 0 | 101 | -2 | 22 | -9 | -11 | -13 | 98 | -16
COc1cccc(OCC(Cn2cnc3ccccc32)OC(C)=O)c1 (configuration not stated) | -4 | 97 | 0 | 97 | -2 | 18 | -2 | 0 | -4 | 99 | -10
CC(=O)NS(=O)(=O)c1ccc(NC(=O)c2cccc(S(=O)(=O)N3CCc4ccccc43)c2)cc1 | -4 | 103 | -7 | 102 | -5 | 76 | -5 | -2 | 2 | 101 | 2
O=C(NNS(=O)(=O)c1cc(Cl)cc(Cl)c1)c1sccc1-n1cccc1 | -3 | 102 | 0 | 99 | -3 | 32 | 1 | -1 | 1 | 99 | -15
C=CCn1c(C(C)NC(=O)c2ccccc2)n[nH]c1=S (configuration not stated) | -1 | 99 | 0 | 98 | -1 | 23 | -7 | -6 | -4 | 98 | -66
C=CCOc1c(CNc2ccc(S(N)(=O)=O)cc2)cccc1OC | -6 | 96 | -4 | 99 | 0 | 25 | -10 | 3 | 0 | 104 | -14
Cc1ccc(NC(=O)/C(C#N)=C/c2ccsc2)c(C)c1 | -5 | 100 | -2 | 103 | 0 | 10 | -5 | -4 | -3 | 102 | -2
C#CCOCCOCCOCCNc1nc(N2CCOCC2)nc(N2CCN(C(=O)[C@H](Cc3ccc(O)cc3)n3cc([C@@H](N)CC(C)C)nn3)CC2)n1 | -1 | 99 | -1 | 97 | -1 | 20 | 0 | -7 | -7 | 99 | -2
Cc1cc2c(C)cc(=O)oc2c2c1NCCC2 | 0 | 95 | -1 | 95 | -1 | 13 | 1 | -3 | -1 | 99 | -75
COc1ccc2oc(=O)cc(C)c2c1 | -3 | 91 | -2 | 92 | -4 | 14 | 0 | -6 | -1 | 92 | -7
CCOC(=O)C1CCCN(Cc2nc(N)nc(Nc3ccc(Cl)cc3)n2)C1 (configuration not stated) | -13 | 101 | 0 | 95 | -4 | 25 | -10 | -11 | -14 | 104 | -32
CSc1nc(C)c(CCOCc2ccc(F)cc2)c(=O)[nH]1 | -5 | 104 | -3 | 103 | 0 | 69 | -1 | -1 | -1 | 101 | -6
CC(C)(C)C(O)CN1CCCC1 (configuration not stated) | 0 | 100 | 0 | 102 | -1 | 11 | -1 | -2 | -3 | 101 | 3
Cc1ccc(S(=O)(=O)N2CCC(C(=O)N3CCC[C@H]3C(=O)NC3CCS(=O)(=O)C3)CC2)cc1 (some centres not stated) | -1 | 85 | 0 | 90 | 5 | 11 | 0 | 0 | 3 | 79 | -4
COc1ccc(N2CCN(Cc3nc4c(c(=O)[nH]c(=O)n4C)n3CC(C)=O)CC2)cc1 | -11 | 101 | -7 | 101 | -4 | 14 | -11 | -5 | -11 | 102 | -16
